Screens from PubChem BioAssay.
LGR2 antag: inhibitors of bursicon-induced LGR2 CRE-luciferase signal, primary screen, cell-based, HEK293, CRE-luciferase reporter, bursicon stimulation | Drosophila bursicon receptor LGR2 (rickets) | bursicon-stimulated, 4 h | inhibition, % at 9.99 µM | actives 0.35% (n = 380,000) | AID 720647, 2013;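 active = drop in luminescence signal, shown as inhibition above about 50% in the replicate tests, limit read from the data, passing the limit was not always enough; inconclusive = probably only some replicates passing the limit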;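 note: agonist challenge used bursicon conditioned medium at about half maximal strength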
EWS-Fli inh: EWS/Fli-driven NR0B1 reporter inhibitors, primary screen, A673 cells, NR0B1 luciferase, luminescence, MLPCN library. viability-normalised. inhibition, % at 12.6 µM. actives 0.67% (n = 350,000). AID 651661, 2012;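 active = mean inhibition of at least 50% after viability correction, with every replicate also passing that limit; inconclusive = mean reaches 50% but only one of two replicates passes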;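 note: firefly luciferase signal divided by Alamar Blue viability fluorescence both relative to DMSO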
SIRT5 block: SIRT5 desuccinylase inhibitors, primary screen, biochemical, fluorescence imaging, single point, set 5 | NAD-dependent protein deacylase sirtuin-5, mitochondrial (Homo sapiens), Q9NXA8 | Purified SirT5, succinyl-peptide AMC, trypsin-coupled fluorescence | inhibition, % at 15 µM | actives 1.1% (n = 330,000); in the data active = inhibition above about 15%; inconclusive = no clear call, values can overlap the other calls
Target sequence (Q9NXA8 whole entry, looked up): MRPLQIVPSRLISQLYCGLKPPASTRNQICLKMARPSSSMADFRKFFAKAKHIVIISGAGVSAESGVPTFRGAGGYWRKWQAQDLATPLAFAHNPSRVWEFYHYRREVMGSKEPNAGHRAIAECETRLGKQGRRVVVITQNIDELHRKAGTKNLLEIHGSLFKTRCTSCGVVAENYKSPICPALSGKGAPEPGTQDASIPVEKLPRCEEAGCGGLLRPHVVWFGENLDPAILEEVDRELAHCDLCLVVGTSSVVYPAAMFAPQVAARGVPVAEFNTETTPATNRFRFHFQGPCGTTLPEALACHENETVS
DENV2 CPE rescue: inhibitors of DENV2 cytopathic effect, primary screen, cell-based, plate reader, single concentration; DENV2-infected cells, cytopathic effect rescue; CPE inhibition, % at 9.99 µM; actives 1.7% (n = 350,000); AID 651640, 2012; in the data active = CPE inhibition above about 20%, passing the limit was not always enough; inconclusive = no clear call, values can overlap the other calls; tested in BHK-21 cells;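 note: 0% = median of neutral control wells and 100% = median of positive control wells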
CASP6 VEID inh: human caspase-6 inhibitors, primary screen, biochemical, VEID-R110 fluorescence, single point, set 2; purified caspase-6, Z-VEID-R110 cleavage fluorescence; inhibition, % at 12.5 µM; actives 0.53% (n = 350,000); AID 686996, 2013;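 active = mean inhibition across replicates at least about 35%, with every replicate also reaching that limit, limit read from the data; inconclusive = only one of the two criteria met; inactive = neither criterion met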;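 note: 0% = median of neutral control wells and 100% = no fluorescence left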
Target sequence (P55212 24-179 limits assumed): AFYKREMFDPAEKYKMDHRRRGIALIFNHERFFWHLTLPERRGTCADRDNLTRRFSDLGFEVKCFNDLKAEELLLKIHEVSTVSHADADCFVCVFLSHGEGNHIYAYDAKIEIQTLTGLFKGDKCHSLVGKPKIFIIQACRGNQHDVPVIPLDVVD
Target sequence (P55212 194-293 limits assumed): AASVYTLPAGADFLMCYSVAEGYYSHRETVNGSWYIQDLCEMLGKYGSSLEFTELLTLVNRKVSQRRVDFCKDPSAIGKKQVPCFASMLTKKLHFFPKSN
PAX8 reporter: inhibitors of PAX8-driven TPO luciferase reporter, primary screen, RMG-I cells, single concentration; SteadyGlo, 24 h; inhibition, % at 12.6 µM; actives 1.2% (n = 360,000); AID 652154, 2013;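 active = mean replicate inhibition at least 60% with every replicate also reaching 60%; inconclusive = only one of the two criteria is met; inactive = mean below 60% and not all replicates reaching 60%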;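 note: luciferase light reporting Pax8 driven TPO promoter activity; plate controls were median of neutral control wells for no effect and mitoxantrone controls for full effect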
ARNT TACC3 PPI: disruptors of ARNT/TACC3 protein interaction, primary screen, biochemical, AlphaScreen, single concentration | actives 0.66% (n = 390,000) | inhibition, % at 9.99 µM | Transforming acidic coiled-coil-containing protein 3 (Homo sapiens), Q9Y6A5 | AlphaScreen His-ARNT PAS-B/GST-TACC3 binding, luminescence; TACC3 fragment carries E629A point mutation;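 active = mean inhibition of replicates at least 50% and at least half of replicates each reaching 50%; inconclusive = half or more replicates reach 50% but mean below 50%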;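 note: 0% = complete ARNT plus TACC3 wells and 100% = ARNT alone without TACC3; many hits fall short of the cut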
* = called active by the depositor; ? = inconclusive; / = not tested or not shown.

SMILES	LGR2 antag	EWS-Fli inh	SIRT5 block	DENV2 CPE rescue	CASP6 VEID inh	PAX8 reporter	ARNT TACC3 PPI
Fc1ccccc1N1CCN(CCCNc2ccc3nncn3n2)CC1	0.4	4.4	-4.6	-9.5	-3.6	-10.0	-12.6
Cc1ccccc1OCC(=O)NNC(=O)CN1C(=O)c2ccccc2C1=O	-11.6	/	/	/	/	16.1	-1.7
CO[C@@H]1CN(C)C(=O)c2ccc(NS(C)(=O)=O)cc2OC[C@H](C)N(C(=O)C2CC2)C[C@H]1C	11.5	-0.8	-3.7	-3.7	5.2	-7.4	-4.1
O=C1C(c2ccccc2)C2C=CC(C2)N1O (stereo unspecified)	10.7	-5.2	-2.7	-8.6	1.7	-10.2	-5.0
C[C@@H]1CN([C@H](C)CO)S(=O)(=O)c2ccc(-c3ccccc3)cc2O[C@@H]1CN(C)C(=O)Cc1ccccc1	-0.5	11.6	3.2	-6.2	1.2	21.5	0.6
CCCC#Cc1cnc2c(c1)C(=O)N([C@@H](C)CO)C[C@@H](C)[C@H](CN(C)C(=O)Cc1cccnc1)O2	6.1	-4.9	-0.8	4.3	-1.0	/	-2.6
CCOc1cc(CNC(CC)CO)ccc1OCC(=O)Nc1cccc(C(F)(F)F)c1 (stereo unspecified)	-7.9	16.8	-1.0	0.7	3.3	-1.0	-3.1
C[C@H](O)C#Cc1ccc2c(c1)O[C@@H](CN(C)Cc1cncnc1)[C@H](C)CN([C@@H](C)CO)S2(=O)=O	-2.2	-9.7	/	/	/	15.6	-8.2
CCCNC(=O)N1C[C@@H](O)COC[C@@H]2O[C@@H](CC(=O)O)CC[C@H]21	20.6	3.5	/	5.1	/	-9.4	-1.5
COc1ccc(OCC(=O)NNC(=O)c2nn(C)c(=O)c3ccccc23)cc1	1.9	/	/	/	/	2.3	-3.5
CC(NS(=O)(=O)c1ccc(Br)cc1F)[C@H](O)c1ccccc1 (stereo partly specified)	-5.4	2.1	-0.2	-3.3	1.6	-11.8	/
O=C(Nc1nc2ccc([N+](=O)[O-])cc2s1)c1c(F)cccc1F	-0.6	-6.6	4.4	14.9	-0.6	-27.4	35.3
Cc1ccc(S(=O)(=O)NNC(=O)C2CCCCC2)cc1	4.5	5.8	-3.3	6.6	-1.0	-5.1	1.7
COc1ccccc1-c1csc(C(NC(C)=O)c2ccc(F)c(F)c2)n1 (stereo unspecified)	5.2	-2.6	-11.0	2.4	-0.3	-16.3	/
CC(=O)c1ccc(NS(=O)(=O)c2cccc(C(=O)Nc3ccccc3C(=O)O)c2)cc1	-10.7	6.6	3.2	1.5	-0.2	9.9	23.2
COc1cccc(C2NC(CCSC)(C(=O)O)C3C(=O)N(C(C)C)C(=O)C23)c1O (stereo unspecified)	8.2	-7.2	/	1.3	2.3	-9.1	-1.4
CCCCn1c(N)c(N(CCOC)C(=O)COC(=O)c2ccccc2NCCO)c(=O)[nH]c1=O	-13.2	1.6	-29.2	16.7	2.5	-8.7	-5.7
Cc1cc(Br)ccc1SCC(=O)Nc1cccnc1	23.9	0.6	-9.3	4.2	3.3	6.9	-4.2
O=C(Nc1ccc2c(c1)OCCO2)C(c1cc2ccccc2o1)N1CCN(c2ccc(C(F)(F)F)cn2)CC1 (stereo unspecified)	34.1	-7.0	0.5	-23.8	1.5	-100.4	/
CCN(CC(=O)Nc1ccc(OC)cc1)C(=O)c1ccc2c(=O)n3c(nc2c1)CCC3	2.3	-3.7	-0.5	-6.8	-43.3	0.4	-6.4
COc1ccccc1-c1cccc(-c2nc(C(=O)Nc3nccs3)cc3c2[C@@H](CCO)N(C(=O)CC2CC2)C3)c1	11.0	10.4	15.7*	4.8	9.5	11.1	/
Cc1noc(C)c1NC(=O)Nc1ccc2c(c1)C(=O)N([C@H](C)CO)C[C@H](C)[C@H](CN(C)S(=O)(=O)c1ccc(Cl)cc1)OCCCC[C@H](C)O2	-14.1	/	6.6	-2.0	-0.7	17.8	4.8
O=C(c1cccc(F)c1)N1CC(=O)N2[C@H](CO)[C@@H](c3ccc(C4=CCCC4)cc3)[C@H]2C1	11.6	-0.5	5.1	-6.8	3.5	5.5	/
CCOC(=O)C1(CC)NC(c2ccc(OC)cc2OC)C2C(=O)N(C)C(=O)C21 (stereo unspecified)	33.8	-35.8	-5.5	-3.9	-2.9	-3.3	-4.5
CO[C@H]1CN(C)C(=O)c2ccc(NC(=O)Nc3ccccc3)cc2OC[C@H](C)N(C(=O)CN(C)C)C[C@H]1C	-6.7	-11.0	-9.9	-3.9	/	/	/
CCO[C@@H]1OC(C(=O)N2CCCCCCC2)=C[C@H](c2ccc3c(c2)OCO3)[C@H]1CCCO	4.2	6.0	/	-14.1	3.1	-0.7	5.5
S=C(Nc1ccccc1Cl)N(Cc1cccnc1)Cc1ccco1	19.0	9.7	-2.7	3.6	0.3	3.9	3.0
C=CCn1c(SCC(=O)NC2CCS(=O)(=O)C2)nnc1-c1ccc(Cl)cc1 (stereo unspecified)	-10.7	0.8	0.0	-1.3	2.9	-11.6	-4.7
Cc1ccc(S(=O)(=O)N2CCOCC2)cc1NC(=O)COC(=O)C1(C)CC1(Cl)Cl (stereo unspecified)	31.0	6.7	-0.8	17.3	0.3	10.9	-0.5
O=C(c1cnc2n(c1=O)CCS2)N(C1CCCCC1)C1CCCCC1	/	2.6	3.8	0.5	-0.9	10.9	1.3
C[C@@H]1CN([C@@H](C)CO)C(=O)Cc2cc(NC(=O)Cn3cnnn3)ccc2O[C@@H]1CN(C)S(=O)(=O)c1cn(C)cn1	10.3	2.9	-2.3	4.1	0.3	-9.2	/
COc1ccc(C(=O)Nc2ccc(NS(=O)(=O)c3ccccc3)cc2)cc1OC	3.1	3.4	-2.7	-6.0	0.5	9.1	5.8
O=c1cc(-c2ccccc2)c2cc(Cl)c(O)c(CN3CCOCC3)c2o1	-11.0	5.2	-0.9	-2.5	3.5	4.7	-8.8
CO[C@@H]1CN(C)C(=O)c2cc(NC(C)=O)ccc2OC[C@@H](C)N(Cc2ccccn2)C[C@@H]1C	17.3	1.6	-3.4	-13.2	-0.8	/	-10.0
COC(=O)c1c(C)[nH]c(C(=O)CN(C)CC(=O)Nc2cccc(F)c2)c1C	-26.2	-6.9	1.1	-2.3	1.0	-27.3	-2.1
CCC(NC(=O)c1cc(COc2cncc(Cl)c2)on1)c1ccc(C)cc1 (stereo unspecified)	-4.4	/	-0.9	5.7	0.4	-1.8	-10.3
Cc1no[n+]([O-])c1COc1cccc(/C=N/Nc2nncn2N)c1	9.5	6.8	1.0	0.8	5.9	16.7	13.4
CC(C)(C)c1ccc(C(=O)NCC(=O)OCC(=O)c2ccc3c(c2)-c2ccccc2C3)cc1	-20.9	/	/	/	/	-10.0	4.1
C[C@H]1CN([C@@H](C)CO)C(=O)c2cc(C#CC(C)(C)O)cnc2O[C@H]1CN(C)Cc1ccccn1	-4.7	-15.5	-4.0	-2.3	1.6	-6.3	-2.3
Cc1ccnc(NC(=O)CN2C(=O)NC(C)(c3ccc4ccccc4c3)C2=O)c1 (stereo unspecified)	-6.0	-29.4	-6.8	?	-51.0	7.0	0.6
CCC(=O)c1ccc(OCC(=O)c2ccc3c(c2)NC(=O)CO3)cc1	-0.4	0.9	-1.2	3.2	-1.6	4.2	-2.3
Cc1ccccc1S(=O)(=O)NCC[C@H]1CC[C@@H](NC(=O)C2CC2)[C@@H](CO)O1	-3.0	-5.8	2.4	-0.2	-7.1	4.2	2.2
COc1cc(C(=O)OCC(=O)NCc2ccc(F)cc2)ccc1OCC(C)C	1.6	3.3	-9.6	-3.3	-2.6	/	-0.1
COc1ccc2c3c([nH]c2c1)[C@@H](CO)N(Cc1ccccc1F)CC31CN(C(=O)C2CC2)C1	-12.1	9.4	-1.2	2.2	-1.6	3.7	/
CN(CCc1ccccc1)C1CCCN(S(=O)(=O)c2cccc(F)c2)C1 (stereo unspecified)	-1.3	-25.1	0.0	3.3	7.2	13.6	1.4

2 neighbouring records already listed, quoted:
SMILES	LGR2 antag	EWS-Fli inh	SIRT5 block	DENV2 CPE rescue	CASP6 VEID inh	PAX8 reporter	ARNT TACC3 PPI
COc1ccc2c3c([nH]c2c1)[C@@H](CO)N(Cc1ccccc1F)CC31CN(C(=O)C2CC2)C1	-12.1	9.4	-1.2	2.2	-1.6	3.7	/
CN(CCc1ccccc1)C1CCCN(S(=O)(=O)c2cccc(F)c2)C1 (stereo unspecified)	-1.3	-25.1	0.0	3.3	7.2	13.6	1.4

Three compounds from above, reduced to EWS-Fli inh and PAX8 reporter:
| SMILES | EWS-Fli inh | PAX8 reporter |
| --- | --- | --- |
| C[C@@H]1CN([C@@H](C)CO)C(=O)Cc2cc(NC(=O)Cn3cnnn3)ccc2O[C@@H]1CN(C)S(=O)(=O)c1cn(C)cn1 | 2.9 | -9.2 |
| COc1ccc(C(=O)Nc2ccc(NS(=O)(=O)c3ccccc3)cc2)cc1OC | 3.4 | 9.1 |
| O=c1cc(-c2ccccc2)c2cc(Cl)c(O)c(CN3CCOCC3)c2o1 | 5.2 | 4.7 |

Next section.
SMILES	LGR2 antag	EWS-Fli inh	SIRT5 block	DENV2 CPE rescue	CASP6 VEID inh	PAX8 reporter	ARNT TACC3 PPI
COc1ccc2c3c([nH]c2c1)[C@H](CO)N(C(=O)C1CCOCC1)CC31CN(C(=O)NC(C)C)C1	-39.6	-9.0	0.1	7.6	2.8	4.6	/
COc1ccc(S(=O)(=O)N(C)C[C@@H]2Oc3cc(C#CC4CCCC4)ccc3S(=O)(=O)N([C@@H](C)CO)C[C@H]2C)cc1	4.4	13.7	15.6*	0.4	-2.5	38.5	15.2
C[C@@H]1CN([C@@H](C)CO)C(=O)c2cc(NS(=O)(=O)c3ccc(Cl)cc3)ccc2O[C@H]1CN(C)Cc1ccc(C(=O)O)cc1	1.7	-6.9	-7.1	17.7	2.5	/	-5.3
O=[N+]([O-])c1ccc(N2CCN(c3ccccc3)CC2)cc1	/	-13.0	-2.4	5.4	21.7	-8.2	0.3
CCCS(=O)(=O)NC(=O)C1(C)CCCN(C(=O)c2c(C)noc2C)C1 (stereo unspecified)	/	-8.8	/	-3.8	-1.0	-10.5	/
CCCCN1C2CCCC1CC(NC(=O)c1cccc(OC)c1)C2 (stereo unspecified)	4.1	10.2	-3.7	9.1	0.1	4.4	-7.7
O=C(Nc1cccc(F)c1)N1CC(=O)N2[C@H](CO)[C@H](c3ccc(Br)cc3)[C@H]2C1	-2.7	0.2	-1.2	-7.5	2.8	0.0	/
COc1cc(C(=O)OC(C)C(=O)NC(=O)NC2CCCCC2)ccc1OC(F)F (stereo unspecified)	-4.9	-1.7	-5.4	-5.9	2.5	-5.2	0.3
Cc1cccc(NC(=O)CN(C)S(=O)(=O)c2cccc3cccnc23)c1C	1.8	-4.5	-0.1	4.2	2.2	9.8	-7.3
Cc1cccc(CNC(=O)CCn2ccc3cc(S(=O)(=O)N4CCCC4)ccc32)c1	16.2	/	-2.1	-5.3	4.4	-1.1	2.1
CC(C)NC(=O)N(C)C[C@H]1Oc2ccc(NC(=O)CCC(F)(F)F)cc2CC(=O)N([C@@H](C)CO)C[C@@H]1C	-5.2	3.3	3.7	15.4	-0.1	-16.4	-6.0
CCOC(=O)N1CCC(NC(=O)Cn2nc(Cc3ccncc3)c3ccccc3c2=O)CC1	14.5	2.7	-2.9	6.7	0.4	9.3	-4.1
COc1cccc(C(=O)Nc2ccc(C(F)(F)F)n(C)c2=O)c1	-58.3	-39.3	20.3*	-5.1	0.5	-86.8	/
COc1ccc(-c2sc(Nc3ccccc3)n[n+]2-c2ccccc2)cc1Br	-62.5	11.2	/	/	-6.3	-5.6	-3.0
CCN(CC)c1ccc(C=Nc2ccc(OC)c(S(=O)(=O)N3CCOCC3)c2)c(O)c1	8.9	-7.2	-8.2	4.8	-0.6	-7.1	3.3
N#CC1=C2SC=C(c3ccc(Br)cc3)N2CCCC1=O	-82.1	-114.3	-0.1	-4.3	-2.1	-153.0	-0.3
